DAGLB inh = diacylglycerol lipase beta (human) inhibition; Q8NCG7; HEK293T DAGLB membrane lysate, EnzChek fluorogenic substrate; inhibition, % at 5.17 µM; actives 0.059% (n = 340,000); in the data active means inhibition above about 34%;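 further: 0% = enzyme with vehicle and 100% = wells lacking enzyme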
NSD2 inh = inhibitors of human histone methyltransferase NSD2; NSD2 peptide methylation, AlphaScreen, 120 min; actives 0.54% (n = 310,000); inhibition, % at 12.5 µM; in the data active means inhibition above about 50%
CAL PDZ FP-1 = inhibitors of human CAL PDZ peptide binding. actives 0.92% (n = 300,000). inhibition, % at 24.9 µM. purified CAL PDZ, TMR-peptide fluorescence polarization, 1 h. AID 602252;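 active means mean inhibition of at least 30% with at least half of replicates also reaching 30%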;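 further: 0% = DMSO neutral control and 100% = excess unlabeled competitor peptide PRC23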
Cardiac RTF inh = cardiac RTF calcium desensitization; inhibition, % at 7.15 µM; AID 493244; IANBD-labeled cardiac RTF, Ca2+ fluorescence; actives 0.12% (n = 340,000);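 active means inhibition above the mean inhibition of all tested compounds plus 3 SD, cut at about 17% in these data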;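 further: assay run at fixed EC70 calcium of 1.6 mM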
Keap1 Nrf2 FP = inhibitors of human Keap1-Nrf2 protein-protein interaction. Q14145. Keap1 Kelch-Nrf2 peptide fluorescence polarization, 1536-well. inhibition, % at 9.4 µM. actives 0.15% (n = 340,000). AID 504523; in the data active means inhibition above about 12%;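 further: human Keap1 Kelch domain with fluorescein labeled Nrf2 9mer peptide probe; 0% = neutral control wells and 100% = peptide positive control; higher means more block of Keap1 binding to Nrf2 peptide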
LANA DNA inh = inhibitors of KSHV LANA C-terminal domain DNA binding; actives 0.078% (n = 340,000); inhibition, % at 9 µM; MBP-C-LANA/FAM-LBS DNA binding, fluorescence polarization;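 active means highest replicate inhibition at or above 60% at 9 µM, even if other replicates fall short; inactive means all replicates below 60% inhibition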;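 further: 0% = neutral control wells and 100% = 4 µM acridine orange control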
Pemphigus Ab inh = blocks pemphigus antibody binding to human desmoglein-3; binding (percent of control), % at 10 µM; P32926; actives 0.48% (n = 310,000); DSG3-coupled beads, scFv-anti-DSG3-GFP binding, flow cytometry; stronger effect = lower value;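 active means binding more than 3 SD below its plate's average and above zero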;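 further: hits lower antibody fragment binding to DSG3; some compounds called inactive have numbers as strong as hits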
Target sequence (P32926 whole entry, looked up, the tested form may be a part): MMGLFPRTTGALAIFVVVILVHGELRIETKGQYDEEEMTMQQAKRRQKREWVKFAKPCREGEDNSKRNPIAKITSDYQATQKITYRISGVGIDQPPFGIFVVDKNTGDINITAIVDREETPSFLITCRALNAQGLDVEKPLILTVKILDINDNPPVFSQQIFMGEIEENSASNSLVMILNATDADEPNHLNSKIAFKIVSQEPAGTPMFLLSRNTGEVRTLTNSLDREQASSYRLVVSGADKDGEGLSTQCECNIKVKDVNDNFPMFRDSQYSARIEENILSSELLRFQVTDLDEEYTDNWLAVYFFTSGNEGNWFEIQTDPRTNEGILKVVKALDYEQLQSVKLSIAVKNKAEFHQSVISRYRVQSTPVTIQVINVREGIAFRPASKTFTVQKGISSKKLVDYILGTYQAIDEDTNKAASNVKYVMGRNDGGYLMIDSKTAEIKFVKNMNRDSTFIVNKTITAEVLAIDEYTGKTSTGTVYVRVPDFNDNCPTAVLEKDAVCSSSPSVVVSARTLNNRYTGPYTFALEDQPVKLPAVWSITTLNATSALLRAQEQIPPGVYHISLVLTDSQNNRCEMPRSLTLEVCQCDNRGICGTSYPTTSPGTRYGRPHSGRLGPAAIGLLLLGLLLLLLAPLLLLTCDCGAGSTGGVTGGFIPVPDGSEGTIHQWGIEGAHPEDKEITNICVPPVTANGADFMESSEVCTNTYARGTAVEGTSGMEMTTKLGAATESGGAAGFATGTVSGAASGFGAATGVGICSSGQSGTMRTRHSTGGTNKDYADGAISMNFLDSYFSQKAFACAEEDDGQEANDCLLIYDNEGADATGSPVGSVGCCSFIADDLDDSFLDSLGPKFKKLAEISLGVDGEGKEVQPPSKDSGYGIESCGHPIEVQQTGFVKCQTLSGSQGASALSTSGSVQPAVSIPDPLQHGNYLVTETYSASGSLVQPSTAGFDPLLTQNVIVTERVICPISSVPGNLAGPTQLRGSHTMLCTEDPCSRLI
V-ATPase pHluor = regulators of yeast V-ATPase proton transport; S. cerevisiae, pHLuorin cytosolic pH fluorescence; response, % at 10 µM; actives 0.37% (n = 350,000); AID 504577; in the data active means response mostly above about 7.3%, no sharp cut-off; inactive means mostly below about 5.4%; further: actives read high; inactives centre near 0; some compounds called inactive have numbers as strong as hits; reference of the scale not given here
CAL PDZ FP-2 = inhibitors of human CAL PDZ peptide binding. Q9HD26. purified CAL PDZ, TMR-peptide fluorescence polarization, 1 h. inhibition, % at 20 µM. actives 0.02% (n = 330,000). AID 504414;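 active means highest replicate inhibition of at least 40%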;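 further: plate controls were DMSO neutral control wells for no effect and unlabeled competitor peptide control wells for full effect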
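Assay system – tagged CAL PDZ protein CerCALP, purified · Timing – 1 h at RT · Compound – single point, 20 µM · Measured by – fluorescence polarization from S- and P-plane intensities, G-factor corrected · Evaluation – inhibition from polarization loss · Probe or stimulus – TMR reporter peptide T*-PRC34 · Buffer or medium – pH 7.4 phosphate-saline buffer, reducing agent, detergent, IgG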
Arrestin-AP2 inh = blocks beta-arrestin peptide binding to AP2 adaptin | FITC-arrestin peptide / GST-AP2 beads, flow cytometry; AP2 beta2 appendage carries R879A mutation | inhibition, % at 10 µM | actives 0.31% (n = 340,000);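 active means inhibition above a set limit, near 3 SD of compounds lacking own fluorescence, cut at about 54% in these data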;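 further: plate controls were DMSO wells for no effect and 5 µM unlabelled arrestin peptide for full effect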
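Material – AP2 appendage R879A on GSH beads · Buffer or medium – PBS with 0.05% Tween 20 and 0.1% BSA · Probe or stimulus – fluorescein-tagged arrestin peptide at 50 nM final · Incubation – compound with beads 12 min RT, then probe 1 h RT · Detection – high-throughput flow cytometry of beads, ex 488, em 535 nm · Evaluation – percent response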
Active calls of the source: *; / = no result given.

SMILES	DAGLB inh	NSD2 inh	CAL PDZ FP-1	Cardiac RTF inh	Keap1 Nrf2 FP	LANA DNA inh	Pemphigus Ab inh	V-ATPase pHluor	CAL PDZ FP-2	Arrestin-AP2 inh
COc1cccc(NS(=O)(=O)c2cc3c(cc2C)N(C(C)=O)CCO3)c1	2	/	0	-8	0	-0.2	98	0	-0.4	2
N/C(=N\OC(=O)N1CCOCC1)c1ccc(Br)cc1	-1	0	-1	6	2	0.5	103	-1	-3.7	11
COc1ccc(-c2noc(CCC(=O)N3CCN(c4ccccc4Br)CC3)n2)cc1	-10	/	-1	-3	-3	0.9	104	-2	2.2	11
COc1ccccc1NC(=O)c1ccccc1Nc1ccccc1	-23	-5	-16	-2	-2	-1.9	97	0	9.3	1
CCCCc1nc2sc3c(=O)[nH]cnc3c2c2c1CCCC2	-3	2	3	2	-6	0.5	104	0	-1.2	4
CCc1c(C(=O)N/N=C/c2ccco2)nnn1-c1nonc1N	-3	-1	-3	-10	1	-2.5	105	-6	-3.1	16
CC(=O)N1c2ccc(S(=O)(=O)N3CCC(C(=O)NC4CCCCC4)CC3)cc2CC1C (centres undefined)	4	-3	64*	-9	0	-0.9	/	-2	-2.0	6
CC(=O)c1c(C)[nH]c(C(=O)NCc2ccc(C)cc2)c1C	1	-7	0	0	-5	-1.2	106	-2	-1.0	0
CCOC(=O)N1CCC(NC(=O)CN(c2ccc(C(C)C)cc2)S(=O)(=O)c2c(C)nn(C)c2C)CC1	2	-8	-5	-7	-2	-0.3	101	7	-0.8	26
CCOc1ccc(N2C(=O)/C(=C/c3ccccc3)N=C2SC)cc1	-3	/	-4	6	-1	1.4	94	0	-2.8	16
COc1cc(NC(=O)Cn2cnc3sc(C)c(S(=O)(=O)N4CCOCC4)c3c2=O)cc(OC)c1OC	-2	/	-7	-8	1	-1.0	128	8	-3.1	3
COc1ccc(S(=O)(=O)N2CCCOC2CNC(=O)C(=O)NCCCN2CCOCC2)cc1 (centres undefined)	1	-4	0	0	-2	0.8	108	7	-0.9	-2
CCCC(=O)Nc1ccc(C2C(=O)c3ccccc3C2=O)cc1	0	1	-8	4	2	-1.2	133	-1	-0.1	-7
CC(=O)Nc1cccc(C(=O)N2CCN(S(=O)(=O)c3ccc4ccccc4c3)CC2)c1	2	-2	-1	-4	-3	-0.8	94	-2	-2.2	1
CC1Cc2ccccc2N1C(=O)CSc1ncccc1C(=O)O (centres undefined)	-1	0	-3	-5	-4	1.1	100	1	-3.7	-9

Some of these compounds in order of count of non-hydrogen atoms, falling.
SMILES	DAGLB inh	NSD2 inh	CAL PDZ FP-1	Cardiac RTF inh	Keap1 Nrf2 FP	LANA DNA inh	Pemphigus Ab inh	V-ATPase pHluor	CAL PDZ FP-2	Arrestin-AP2 inh
CC(=O)Nc1cccc(C(=O)N2CCN(S(=O)(=O)c3ccc4ccccc4c3)CC2)c1	2	-2	-1	-4	-3	-0.8	94	-2	-2.2	1
COc1ccccc1NC(=O)c1ccccc1Nc1ccccc1	-23	-5	-16	-2	-2	-1.9	97	0	9.3	1
CCc1c(C(=O)N/N=C/c2ccco2)nnn1-c1nonc1N	-3	-1	-3	-10	1	-2.5	105	-6	-3.1	16

Other results:
SMILES	DAGLB inh	NSD2 inh	CAL PDZ FP-1	Cardiac RTF inh	Keap1 Nrf2 FP	LANA DNA inh	Pemphigus Ab inh	V-ATPase pHluor	CAL PDZ FP-2	Arrestin-AP2 inh
COC(=O)CCN1CCC(C(N)=O)CC1	1	-3	-1	0	-4	1.2	98	-3	-0.5	-6
COc1ccc(NC(=O)COC(=O)CCCOc2ccc(Cl)cc2Cl)cc1Cl	-4	-2	-9	-1	4	0.3	84	1	-2.2	-1
CC1=C(C(=O)OC(C)C)C(c2ccc(O)cc2)NC(=O)N1 (centres undefined)	0	12	7	-3	-2	1.9	107	0	-0.5	-11
COc1ccc(S(=O)(=O)Cc2ccc(C(=O)NCc3ccccc3)o2)cc1	0	-3	-3	-1	-2	-1.0	105	-2	-0.6	2
COC(=O)c1ccc(CN2C(=O)C3CCCCC3C2=O)o1 (centres undefined)	-1	0	/	-5	0	0.8	99	0	-0.2	4
N[C@@H](Cc1ccc(O)cc1)c1nnc([C@H](CC(=O)O)NC(=O)C2CCNCC2)o1	-2	/	-3	-6	-1	-0.4	94	5	0.2	15
O=C(CS(=O)(=O)c1ccccc1)Nc1nc2ccccc2s1	0	1	-3	-2	-4	0.3	109	3	-1.1	0
Cc1ccccc1-n1c(C)nnc1SCC(=O)NC1CCCc2ccccc21 (centres undefined)	3	0	0	-1	-1	-0.7	98	-1	-0.2	11
COc1ccc(C2(C)NC(=O)N(CC(=O)Nc3ccc4c(c3)OCO4)C2=O)cc1OC (centres undefined)	1	3	2	3	-1	-2.1	102	0	-1.2	20
COc1ccc2c(c1OC)C(=O)N1c3ccccc3SC21 (centres undefined)	-2	/	-5	1	-7	2.6	100	/	-2.5	-7
COCCCNC(=O)CCCN1C(=O)c2cccnc2Sc2ccccc21	-3	-1	-1	-2	-3	0.4	116	-2	0.0	8
CC(=O)Nc1ccc(OCC(=O)c2ccc(C)cc2C)cc1	-1	3	-2	-6	-6	-1.0	106	-1	/	1
COC(=O)c1ccc(NC(=O)CSc2ccccc2)cc1	-3	0	-5	9	-1	0.5	102	-2	-0.9	31
O=C(NCCc1ccccc1)c1cc(-c2ccc3c(c2)OCO3)on1	1	1	-4	-1	-5	-0.2	107	4	-1.4	-2
c1ccc(CN2CCN(c3nc(N4CCOCC4)c4ccccc4n3)CC2)cc1	-3	0	-4	5	0	-0.6	109	1	-1.0	-12
COc1cccc(CNC(=O)C(CCSC)NS(=O)(=O)c2ccc3c(c2)oc(=O)n3C)c1 (centres undefined)	1	-2	5	-10	-3	-2.4	103	-2	0.1	4
O=C(NCc1cn2ccsc2n1)Nc1cccc(Cl)c1	1	5	-4	-11	1	-3.2	100	-1	-1.1	-16
CN(C)CCNC(=O)c1onc(CSc2nc3ccccc3[nH]2)c1C(=O)NCCN(C)C	-3	/	-2	-8	-6	0.5	103	-3	0.4	1
COc1ccccc1O	0	/	-4	2	1	2.8	/	-2	-0.3	-3
Cc1ccc(-n2c(SCC(N)=O)nnc2-c2cccnc2)c(C)c1	-3	-1	2	3	-6	0.5	100	-4	-1.9	0
Cc1cc(C)n2ncc(C(=O)NCc3ccccc3)c2n1	-3	3	2	0	0	-0.7	97	6	-1.5	7
CCc1ccccc1N(C)C(=O)CCc1nc(-c2ccc(C)cc2)no1	-6	/	/	-13	2	0.9	113	5	-0.5	1
O=C(Nc1ccc(Cl)c(Cl)c1)OCCNC(=O)c1ccncc1	0	45	2	3	-2	0.2	/	-2	-2.3	-17
CN(Cc1ccc(C(C)(C)C)cc1)C(=O)Cc1ccc(S(=O)(=O)N2CCOCC2)s1	-4	0	/	2	-16	-0.7	110	-5	-0.6	-6
O=C(NCc1cccnc1)/C(=C/c1ccc(-c2cccc(C(F)(F)F)c2)o1)NC(=O)c1ccccc1	2	0	42*	-5	-3	-1.1	98	1	32	-6
N#CC1=C(SCC(N)=O)NC2=C(C(=O)c3ccccc32)C1c1ccc(Cl)cc1 (centres undefined)	5	1	-3	-2	-5	2.2	93	0	-1.5	-3
CC(=O)c1ccc(NC(=O)C2=CC(c3ccco3)=NS(=O)(=O)N2C)cc1	1	4	7	-3	-8	0.9	105	-2	-2.2	-4
CC1CC1C(=O)OCC(=O)NCc1ccccc1 (centres undefined)	0	-1	-7	1	3	1.0	105	-3	-1.2	8
C=CCc1c(C)nc(-c2ccccc2)nc1N/N=C/c1ccccc1	-9	-2	-2	-28	-4	-0.9	85	-1	-3.0	-1
COc1ccc(NC(=O)C2CCN(S(=O)(=O)c3c(C)noc3C)CC2)cc1	-1	-3	1	-5	-2	0.0	104	-4	-0.3	-13
O=C(O)C(c1ccccc1)c1ccccc1	-5	/	4	2	-4	-0.2	100	3	0.3	1
Oc1cccc(-c2nc3ccc4ccccc4c3c3c2CCC3)c1	-4	-9	-2	7	-7	0.1	101	-4	-0.6	4
Nc1c(-c2ccccc2)c(CSc2nc3ccccc3[nH]2)nn1-c1ccc(Cl)cc1	-2	-2	-1	-12	6	0.1	104	2	-0.5	-10
COc1ccc(C(=O)Nc2ccc(OC)c([N+](=O)[O-])c2)cc1Br	-1	-9	-4	0	0	-1.9	82	-1	-1.6	17
CCCc1ncc(C(O)(c2ccccc2)c2ccccc2)n1C	1	-1	2	-3	-2	0.0	105	2	-0.1	-17
Cc1cccc(C)c1Nc1nnc(SCC(=O)Nc2sccc2C#N)s1	2	1	-4	-5	1	-0.7	73	5	-1.8	-3
CC(=O)c1cccc(NC(=O)N2CCCC2C(=O)Nc2cccc(C)c2C)c1 (centres undefined)	1	4	-5	-3	1	-1.0	103	2	-0.9	-9
CC(C)CNC(=O)CN1C(=O)NC(Cc2c[nH]c3ccccc23)C1=O (centres undefined)	-2	-4	-4	-9	-2	-0.7	100	2	/	-14
Cc1cc(C(=O)Nc2c(F)cc(F)cc2Br)c(C)o1	-1	4	-3	-4	-3	0.3	93	-2	-0.4	14
CC(C)C[C@@H](CN1CCCC1CN1C(=S)NC[C@@H]1Cc1ccc(O)cc1)N1C[C@H](Cc2ccccc2)N(CC2CCCCC2)C1=S (some centres undefined)	-4	/	5	-5	5	0.8	101	3	0.7	-3
Cn1cnnc1SCC(=O)NNC(=O)COc1ccc(Cl)cc1	0	-4	/	-18	0	0.8	95	-2	-1.2	-7
O=C1OCC/C1=C\c1ccccc1	1	-3	2	-17	0	4.3	105	-2	-0.6	5
COc1ccc(C(NC(=O)/C=C/c2ccco2)c2ccc(OC)c(OC)c2)cc1OC	-1	1	-2	-25	-1	3.1	96	-2	0.1	-6
C[C@@H]1NS(=O)(=O)[C@H]2C[C@@H]3C=C[C@]2(O3)[C@H]1OC(=O)Nc1ccc(C(F)(F)F)cc1[N+](=O)[O-]	-2	/	-1	0	1	0.4	98	-1	0.0	-3
O=C(Nc1ccccc1N1CCOCC1)c1cccc2c(Br)cccc12	3	-5	-2	-4	-4	-1.3	133	7	-2.3	9
Cc1cc(=O)n2c3ccccc3n(CC(O)CN3CCC(C)CC3)c2c1C#N (centres undefined)	-1	-2	0	16	0	-2.0	96	-2	-2.1	25
COc1ccc(CCNC(=O)C(=O)N2CCCC2)cc1OC	2	-3	5	-8	-5	-0.1	115	-5	-0.3	5
CC(Sc1nnnn1C)C(=O)NC1CCCC1 (centres undefined)	0	0	-7	-11	-2	3.2	132	-2	0.0	3
Cc1c(O)ccc2c(CN3CCOCC3)cc(=O)oc12	-1	-2	/	-6	-1	-1.1	98	2	0.1	-10
Cc1ccc(S(=O)(=O)N2CCCCC2)cc1C(=O)N1CCCC1	-2	-1	-8	-8	3	-0.2	106	-2	-1.2	-6
COc1ccc(-c2cc(C)nc(SCc3cccc(C(=O)O)c3)n2)cc1	3	-1	-6	5	-6	1.6	77	-5	-3.4	2

Assay outcomes deposited in PubChem by several laboratories.

Only part of the results is shown. The share of hits here may be higher or lower than overall.
